Assay outcomes deposited in PubChem by several laboratories.
PPARg SRC-1 ag – PPARgamma agonists recruiting SRC-1 coactivator, primary screen, biochemical; Peroxisome proliferator-activated receptor gamma (Homo sapiens), P37231; PPARgamma-SRC-1 coactivator recruitment biochemical assay; activation, % at 8 µM; 200,000 tested, 0.41% active; AID 631, 2007; in the data active means activation above about 19%;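 further: 0% = DMSO and 100% = reference agonist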
Target sequence (P37231 whole entry, looked up): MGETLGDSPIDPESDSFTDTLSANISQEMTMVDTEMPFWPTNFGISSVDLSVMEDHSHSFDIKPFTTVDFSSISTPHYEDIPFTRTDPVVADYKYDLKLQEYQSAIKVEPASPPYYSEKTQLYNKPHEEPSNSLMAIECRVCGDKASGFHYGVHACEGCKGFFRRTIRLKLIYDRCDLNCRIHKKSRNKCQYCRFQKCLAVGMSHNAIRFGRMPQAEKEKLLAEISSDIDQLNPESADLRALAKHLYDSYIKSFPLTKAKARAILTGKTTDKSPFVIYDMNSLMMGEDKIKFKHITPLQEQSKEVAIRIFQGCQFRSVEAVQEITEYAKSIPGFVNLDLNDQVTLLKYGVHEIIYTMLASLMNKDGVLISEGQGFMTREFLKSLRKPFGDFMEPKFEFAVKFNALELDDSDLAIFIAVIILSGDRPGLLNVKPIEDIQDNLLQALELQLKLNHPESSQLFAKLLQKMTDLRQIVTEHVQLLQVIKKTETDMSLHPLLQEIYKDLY
bIAP act – bovine intestinal alkaline phosphatase activators, primary screen, biochemical, bovine IAP, CDP-star luminescence; purified bovine IAP, 30 min; stronger effect = higher value; fold of DMSO-control signal, blank-subtracted; activation factor at 20 µM; 200,000 tested, 0.17% active;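 active means activation factor of 2 or more at 20 µM, a signal rise over negative controls twice the positive control's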
TNAP act hi DEA – TNAP activators at high phosphate acceptor level, primary screen, biochemical, luminescence, uHTS. AID 1136, 2008. 200,000 tested, under 10 active. activation factor at 20 µM. Alkaline phosphatase, tissue-nonspecific isozyme (Homo sapiens), P05186. purified TNAP, CDP-star luminescence, 1 M DEA, 30 min; stronger effect = higher value; 0 = EDTA background, 1 = DMSO-only activity;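 active means activation factor at least 2 at 20 µM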
Target sequence (P05186 whole entry, looked up): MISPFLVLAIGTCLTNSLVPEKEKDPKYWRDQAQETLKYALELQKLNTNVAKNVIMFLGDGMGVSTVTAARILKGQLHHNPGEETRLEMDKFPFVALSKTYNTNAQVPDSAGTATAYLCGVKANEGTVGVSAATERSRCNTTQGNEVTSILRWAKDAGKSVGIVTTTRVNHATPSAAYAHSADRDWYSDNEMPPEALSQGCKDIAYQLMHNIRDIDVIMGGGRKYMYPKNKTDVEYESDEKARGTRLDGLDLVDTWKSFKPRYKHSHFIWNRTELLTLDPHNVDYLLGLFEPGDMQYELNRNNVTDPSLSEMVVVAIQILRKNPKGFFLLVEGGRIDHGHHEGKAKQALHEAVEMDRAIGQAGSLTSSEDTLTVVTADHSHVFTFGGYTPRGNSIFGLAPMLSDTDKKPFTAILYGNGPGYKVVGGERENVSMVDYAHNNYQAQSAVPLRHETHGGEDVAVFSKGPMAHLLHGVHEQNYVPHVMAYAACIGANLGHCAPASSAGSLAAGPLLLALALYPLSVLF
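Test system – human TNAP · Doses – 20 µM single point · Incubation – 30 min, room temperature · Signal – luminescent substrate turnover signal · Read-out basis – activation factor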
HMGR II inh – inhibitors of E. faecalis class II HMGR, primary screen, biochemical, Enterococcus faecalis. purified E. faecalis HMGR, NADPH absorbance 340 nm kinetic. HMG-CoA reductase (Enterococcus faecalis, mvaE). 190,000 tested, 0.41% active. inhibition, % at 10 µM;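 active means inhibition above a set limit, the median over all tested compounds plus 3 SD, cut at about 9.5% in these data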;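 further: enzyme runs in reverse so mevalonate oxidation gives rising NADPH absorbance; 0% = complete reaction with DMSO and 100% = background rate lacking mevalonate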
TR-FRET SRC-2 ct – TR-FRET signal artefacts, primary screen, artefact control for PPARgamma SRC-2 agonist project, biochemical; TR-FRET artefact counter-screen; stronger effect = higher value; AID 1049, 2008; 200,000 tested, 0.4% active; TR-FRET ratio at 8 µM; in the data active means TR-FRET ratio above about 2000; further: inactives centre near 1500
bIAP inhibitor – bovine intestinal alkaline phosphatase inhibitors, primary screen, selectivity assay for TNAP inhibitor project, biochemical, bovine IAP, CDP-star luminescence; purified bovine IAP, 30 min; alkaline phosphatase, intestinal [Bos taurus]; AID 1019, 2008; inhibition, % at 20 µM; 190,000 tested, under 10 active;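 active means over 50% inhibition of intestinal alkaline phosphatase at 20 µM in the single-dose screen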
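Assay system: bovine IAP enzyme; medium: DEA buffer 100 mM, pH 9.8, with MgCl2 1.0 mM, ZnCl2 0.02 mM; doses: 20 µM single dose; incubation: enzyme reaction for 30 min at room temperature; detection: CDP-star luminescence signal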
PPARg SRC-3 ag – PPARgamma agonists recruiting SRC-3 coactivator, primary screen, biochemical. Peroxisome proliferator-activated receptor gamma (Homo sapiens), P37231. activation, % at 8 µM. biochemical PPARgamma/SRC-3 coactivator recruitment assay. 200,000 tested, 0.26% active. AID 731, 2007; in the data active means activation above about 23%;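 further: 0% = DMSO and 100% = reference agonist; some compounds past the cut are filed as inactive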
TNAP inh hiacc – human TNAP enzyme inhibitors, primary screen, biochemical, luminescent, high phosphate acceptor level, uHTS | AID 1135, 2008 | inhibition, % at 20 µM | Alkaline phosphatase, tissue-nonspecific isozyme (Homo sapiens), P05186 | purified TNAP, CDP-star luminescence, 1 M DEA | 200,000 tested, 0.03% active;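 active means over 50% inhibition of tissue-nonspecific alkaline phosphatase at 20 µM in the single-dose screen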;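 further: plate controls were DMSO wells for no effect and EDTA-quenched wells as full inhibition for full effect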
PPARg SRC2 recr – agonists of PPARg-SRC-2 recruitment, primary screen, biochemical, HTS; Peroxisome proliferator-activated receptor gamma (Homo sapiens), P37231; PPARgamma LBD-SRC-2 recruitment; activation, % at 8 µM; 200,000 tested, 0.34% active; AID 1032, 2008; in the data active means activation above about 22%;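 further: 0% = vehicle and 100% = reference agonist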
TNAP inh noacc – human TNAP enzyme inhibitors, primary screen, biochemical, luminescent, no phosphate acceptor, uHTS; inhibition, % at 20 µM; Alkaline phosphatase, tissue-nonspecific isozyme (Homo sapiens), P05186; purified TNAP, CDP-star luminescence, 30 min; 200,000 tested, 0.26% active;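 active means tissue-nonspecific alkaline phosphatase inhibition above about 50% at 20 µM in the single-dose screen, limit read from the data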;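 further: 0% = DMSO negative control and 100% = EDTA positive control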
* hit, by the source's call.

SMILES	PPARg SRC-1 ag	bIAP act	TNAP act hi DEA	HMGR II inh	TR-FRET SRC-2 ct	bIAP inhibitor	PPARg SRC-3 ag	TNAP inh hiacc	PPARg SRC2 recr	TNAP inh noacc
CCc1cccc(NS(=O)(=O)c2c(C)n[nH]c2C)c1	1	1	1	-1	1605	5	-9	-4	1	7
COc1cccc2cc(C(=O)NCc3ccccn3)c(=O)oc12	-5	0.9	1	5	1430	9	9	0	3	-5
COc1ccc(Cn2c(=O)[nH]c3cc(C(=O)NCCc4ccc(S(N)(=O)=O)cc4)ccc3c2=O)cc1	-4	1.1	1	2	1512	-8	-1	-4	0	-3
Cc1cc(C)c(NC(=O)CSc2ccc(-c3cccnc3)nn2)c(C)c1	-1	1	1	-1	1693	-2	1	-3	6	-3
N/C(=N\OC(=O)c1cccnc1)c1ccc(Cl)cc1Cl	2	1.1	1	-2	1594	-12	2	-4	6	-5
CCCCNCc1nc2ccccc2c(=O)[nH]1	5	1	1	-2	1663	-4	5	-3	2	-16
CC(C)Cn1c(SCC(=O)N2CC(=O)Nc3ccccc32)nc2ccccc21	8	1.1	1	0	1713	-6	7	-4	1	0
Cc1nnc(SCc2cc([N+](=O)[O-])cc3c2OCOC3)n(N)c1=O	9	1	1.1	-2	1752	-2	7	-6	6	-9
O=S(=O)(NCc1cc(-c2ccccc2)no1)c1ccccc1Cl	5	0.9	1.1	0	1598	11	0	-5	5	-6
Brc1ccc(CN2C3=NCCCN3c3ccccc32)cc1	-2	0.9	1	-6	1632	6	1	3	0	0
CCOC(=O)N1CCN(Cc2cn3ccccc3n2)CC1	-7	0.9	1	0	1466	6	8	-4	-4	-13
CC1(C)C=C2[C@H]3CC[C@@H]4[C@@]5(C)CCC(=O)C(C)(C)[C@@H]5CC[C@@]4(C)[C@]3(C)CC[C@@]2(C(=O)O)CC1	-1	0.9	1	-7	1435	8	-4	-2	-5	4
CNC(=O)NC(=O)COC(=O)c1ccccc1OCc1ccccc1	7	1	1	5	1633	1	2	-5	1	-10
CCCn1c(=O)c2c(C(F)(F)F)cc(-c3cccs3)nc2n(CCC)c1=O	9	0.9	1	4	1572	11	0	-3	1	-9
CCc1ccc(OCC(=O)NNC(=O)CSc2ncnc3sc(C)c(C)c23)cc1	54*	1.1	1.1	1	1696	-10	19	-7	11	-12
Cc1nc2sc(-c3ccccc3)nn2c(=O)c1Br	1	1	1	-4	1484	3	0	2	0	-1
Oc1ccc2ccccc2c1/C=N/c1nc2c(s1)CCCC2	5	0.8	1.1	-6	1503	24	-3	-11	8	27
Cc1ccsc1/C=N\NC(=O)Cn1nnc2ccccc21	5	0.9	1	-11	1637	14	4	1	7	12
CCOC(=O)C1(CC2CC2)CCN(Cc2cn(C)c3ccccc23)CC1	5	1.1	1	-1	1691	-7	1	-5	19	-4
CCC(=O)Nc1ccc(Cl)c(NC(=S)NC(C)=O)c1	7	1	1	-4	1387	4	-3	-1	-10	4
Cc1ccccc1CN1C(=O)C(O)(CC(=O)c2ccncc2)c2ccccc21 (centres undefined)	8	0.9	1	-4	1447	10	8	-4	1	-10
CN(C)c1cccc(C(=O)NCc2ccccc2Cl)c1	9	1	1	-5	1645	2	2	-1	6	-4
Cc1ccc(NC2=C(Cl)C(=O)c3ccccc3C2=O)cc1	0	1	0.9	-3	1632	0	2	9	1	-2
O=C(CC1NC2CCCCC2NC1=O)Nc1ccc2c(c1)OCO2 (centres undefined)	1	1	1	2	1509	0	6	-3	1	-12
O=c1[nH]n(-c2ccc(F)cc2)c2ncccc12	8	1	1	-1	1507	-4	5	-2	7	-5
CCOC(=O)C1CCCN(C(=O)c2ccc3c(=O)n(CCOC)c(=S)[nH]c3c2)C1 (centres undefined)	-4	1.1	1	9	1318	-12	-12	1	4	-2
CCOC(=O)C1=C(N)Oc2c(c(=O)[nH]c3ccccc23)C1c1ccccc1 (centres undefined)	-1	0.6	1.1	-2	1532	39	-5	-8	-4	-14
COC(=O)c1ccccc1Sc1snnc1C	1	1	1	-3	1474	1	-1	-3	1	-4
CC(=O)c1cc(F)c(N2CCOCC2)cc1C	-2	1	1	-3	1562	-2	-3	-2	8	-8
O=C(NCCc1ccccc1)c1noc2c1CCCCC2	6	0.8	1	3	1414	17	-8	-3	1	-7
Cc1ccc(C(=O)/C=C\Nc2ccc(C)c(C)c2)cc1	-1	1	1	0	1503	1	1	-1	2	-1
Cc1cccc(C)c1NC(=O)CS(=O)CC(=O)NCCCc1ccccc1 (centres undefined)	-4	1	1	-3	1584	-2	3	0	-1	-5
Cc1ccsc1/C=N/Nc1cccc(C(=O)O)c1	2	1.1	1	-1	1524	-8	-2	-1	-2	-15
CCOc1cc(CNCc2ccncc2)cc(Br)c1OCc1ccc(F)cc1	2	1.2	1	-2	1626	-15	-7	-1	-7	-2
O=C(NC1CCCC1)C(=O)N(Cc1cccnc1)C(C(=O)NC1CCCC1)c1ccco1 (centres undefined)	5	1.1	1	-5	1531	-9	7	-1	9	-2
CCOc1ccc(C2=C(C=C(C#N)C#N)C(c3ccccc3)c3ccccc3O2)cc1 (centres undefined)	4	0.9	1	-1	1505	13	4	2	0	-6
CCOC(=O)c1[nH]c(CSc2nnnn2-c2ccccc2C)c(C(=O)OCC)c1C	-5	1	1	-2	1379	4	-4	2	-2	5
CCc1ccc(-c2cn3nc(C)c(C)nc3n2)cc1	-6	1	1	-8	1559	-1	4	-5	0	-19
CC(Sc1ncc(C(F)(F)F)cc1Cl)C(=O)NCC1CCCO1 (centres undefined)	7	0.9	1.1	4	1500	6	-1	-6	-2	-6
O=C1COc2ccc(C(=O)COC(=O)c3cnc(Cl)c(Cl)c3)cc2N1	-2	1.1	0.9	-1	1663	-6	3	5	-6	-1
O=C(COC(=O)c1cccs1)NCC1CCCO1 (centres undefined)	-1	0.9	1.1	-2	1383	8	-3	-6	0	-10
O=C(CN1C(=O)c2cccc3cccc(c23)C1=O)N1CCCCCC1	-1	1	1	-3	1472	-1	-2	-2	6	3
CC1Oc2ccccc2C=C1/C=N/NC(=O)c1ccccc1O (centres undefined)	2	0.9	1	-11	1516	9	1	1	-1	15
CC1(C)CC2CC(C)(CN2C(=O)COC(=O)c2ccc(Cl)cc2N)C1 (centres undefined)	-4	1	1	-2	1531	4	1	-4	6	-4
COC(=O)C1=C(C)NC(C)=C(C(=O)OC)C1C(=O)OCC(=O)N1c2ccccc2CC1C (centres undefined)	0	1	1	-1	1434	-1	-1	-3	-1	-7
COc1ccc(OCC(=O)NC(=S)Nc2ccccc2F)cc1	2	0.9	1	1	1651	11	1	-4	2	-8
Cc1[nH]nc(N)c1-c1ccccc1	2	1.1	1	-7	1484	-14	4	3	-5	-2
O=C1CC(N2CCCN(C3CC(=O)N(c4ccc(F)cc4)C3=O)CC2)C(=O)N1c1ccc(F)cc1 (centres undefined)	1	1.5	1	-5	1662	-50	-1	-3	1	-17
CCOc1ccc2c(c1)/C(=C(\C(Cl)=C(Cl)Cl)[N+](=O)[O-])N2	-1	0.9	1	2	1469	5	-5	-2	9	-43
COc1ccc(/C=C2\NC(=S)N(CC3CCCO3)C2=O)c(OC)c1C (centres undefined)	6	0.9	1	-2	1513	14	0	4	2	-1
Cc1ccccc1N(CC(=O)N/N=C/c1cc(Br)c(C)o1)S(C)(=O)=O	5	1	1	-5	1635	0	4	3	13	-10
C=CCn1c(=O)/c(=C/c2ccc(Cl)cc2)s/c1=C(/C#N)c1nnc2n1CCCCC2	17	0.9	1	-2	1575	7	15	-4	12	2
CC(C)(C)N(Cc1ccccc1)C(=O)c1ccc(Cl)cc1[N+](=O)[O-]	-1	0.9	1.1	-2	1420	11	-4	-6	0	-4
S=C(Nc1ccc(Cl)cc1Cl)Nc1ccccc1Oc1ccccc1	10	0.8	1	-2	1561	17	-4	5	-1	6
CC1OC(Nc2ccc(N=Nc3ccccc3)cc2)C(O)C(O)C1O (centres undefined)	-8	0.9	0.9	-12	1465	14	1	8	6	5
Cc1cc(C=C(C#N)C#N)c(C)n1-c1ccccc1	-1	0.9	1	-6	1404	6	-3	-5	1	1
COc1cccc(CNc2ccc([N+](=O)[O-])cc2Cl)c1O	9	0.8	0.9	3	1416	23	-4	11	0	-1
O=C(c1ccccc1)c1ccc(OCCCCN2CCCCC2)cc1	0	0.7	1	-3	1359	33	-4	0	-2	-6
O=C(C/C(=N/O)c1ccccc1O)C(F)F	-4	1	1	-5	1456	0	-1	-1	-6	-5
Nc1nc(COc2ccccc2)cs1	3	0.9	1	3	1628	9	0	-1	12	-10
Next section
SMILES	PPARg SRC-1 ag	bIAP act	TNAP act hi DEA	HMGR II inh	TR-FRET SRC-2 ct	bIAP inhibitor	PPARg SRC-3 ag	TNAP inh hiacc	PPARg SRC2 recr	TNAP inh noacc
CCNc1nc2[nH]c(=O)c3c(c2s1)OC(N)=C(C#N)C3c1ccc(C)cc1 (centres undefined)	2	1	1	1	1622	-5	3	-4	9	-11
Cc1cccc(-n2c(CNC(=O)Cc3ccccc3)n[nH]c2=S)c1	1	0.9	1.1	-6	1446	11	0	-7	-11	3
CNc1nn(-c2cccc(Cl)c2)nc1N	2	0.9	1	-5	1394	11	0	2	10	-2
COc1ccc(NC(=S)NCCc2ccc(S(N)(=O)=O)cc2)c(OC)c1	3	1	1	-1	1394	2	4	-1	10	-4
Cc1cc(C(=O)NCC(=O)OCC(=O)N2CCCCCC2)ccc1[N+](=O)[O-]	1	1	1	1	1475	3	-3	-2	-2	-13

A draw from above in order of SMILES length, ascending.
SMILES	PPARg SRC-1 ag	bIAP act	TNAP act hi DEA	HMGR II inh	TR-FRET SRC-2 ct	bIAP inhibitor	PPARg SRC-3 ag	TNAP inh hiacc	PPARg SRC2 recr	TNAP inh noacc
CNc1nn(-c2cccc(Cl)c2)nc1N	2	0.9	1	-5	1394	11	0	2	10	-2
O=C(C/C(=N/O)c1ccccc1O)C(F)F	-4	1	1	-5	1456	0	-1	-1	-6	-5
O=C(c1ccccc1)c1ccc(OCCCCN2CCCCC2)cc1	0	0.7	1	-3	1359	33	-4	0	-2	-6
COc1cccc(CNc2ccc([N+](=O)[O-])cc2Cl)c1O	9	0.8	0.9	3	1416	23	-4	11	0	-1
COc1ccc(NC(=S)NCCc2ccc(S(N)(=O)=O)cc2)c(OC)c1	3	1	1	-1	1394	2	4	-1	10	-4
Cc1cc(C(=O)NCC(=O)OCC(=O)N2CCCCCC2)ccc1[N+](=O)[O-]	1	1	1	1	1475	3	-3	-2	-2	-13
